CSN inh = blocks human CSN-mediated cullin deneddylation. Purified CSN, SCF-Nedd8-OG deneddylation, fluorescence polarization. Q92905. inhibition, % at 12.5 µM. hit rate 0.38% among 360,000. AID 651999;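 active means pattern-corrected inhibition above about 35%, with an unprinted fluorescence ratio check between 0.5 and 1.5, limit read from the data, passing the limit was not always enough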;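 further: 0% = enzyme with substrate and 100% = substrate without enzyme; some results filed as inactive read as strong as hits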
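Detection – fluorescence polarization · System – HEK293T-derived human Csn5 enzyme · Controls – substrate-only high control, full reaction low control · Timing – 90 min, room temperature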
MLLE-PAM2 inh = inhibitors of microRNA-mediated deadenylation, human PABP1 MLLE binding; P11940; GST-MLLE / FITC-PAM2 fluorescence polarization; inhibition, % at 20 µM; hit rate 0.36% among 360,000; AID 588489; in the data active means inhibition above about 35%, passing the limit was not always enough;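 further: plate controls were DMSO wells with GST-MLLE for no effect and wells lacking GST-MLLE protein for full effect; some results filed as inactive read as strong as hits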
FAS TE block = blocks the thioesterase domain of human fatty acid synthase | inhibition, % at 15 µM | hit rate 0.67% among 360,000 | recombinant FAS-TE, OMFH fluorogenic substrate, fluorescence endpoint | AID 602261;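 active means compounds whose normalised, plate-corrected inhibition of enzyme fluorescence in the single-dose primary screen is 50% or more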;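 further: 0% = DMSO with enzyme and 100% = substrate without enzyme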
Rin1-Abl PPI inh = blocks binding of human Rin1 to Abl; TR-FRET Rin1/Abl binding, biochemical; inhibition, % at 7.35 µM; hit rate 0.4% among 360,000; AID 588664; in the data active means inhibition above about 5%, passing the limit was not always enough
Tb MetRS inh = Trypanosoma brucei MetRS inhibition; purified T. brucei MetRS, ATP depletion, Kinase-Glo luminescence; inhibition, % at 11.9 µM; hit rate 0.4% among 360,000; AID 624268;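 active means inhibition above a per-plate cutoff of the control wells' mean inhibition plus 3 SD, cut at about 5.5% in these data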;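 further: 0% = DMSO wells median and 100% = median of wells with control inhibitor compound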
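Dosing: 11.9 µM compound single dose, 0.9% DMSO; Assay system: purified T. brucei MetRS enzyme; Measured by: Kinase-Glo luciferase luminescence reporting remaining unconsumed ATP; Schedule: 15 min plus 2 h at 25 °C.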
MsrA inhibitor = bovine MsrA inhibition. hit rate 0.75% among 360,000. purified bovine MsrA, absorbance read-out. inhibition, % at 15.5 µM; in the data active means inhibition above about 4.5%;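 further: 0% = vehicle wells with enzyme and 100% = reference inhibitor wells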
eLon inh = inhibits E. coli Lon protease. P0A9M0. purified E. coli Lon protease, fluorescence polarization. inhibition, % at 7.94 µM. hit rate 0.42% among 360,000. AID 602123; in the data active means inhibition above about 13%, passing the limit was not always enough;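 further: 0% = enzyme with probe and DMSO and 100% = no enzyme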
Neddylation inh = cullin neddylation inhibition; P61081+Q13564; TR-FRET cullin neddylation, biochemical; calls only at 25 µM; hit rate 0.58% among 360,000; AID 651699; in the data active means inhibition above about 36%
MsrA act = bovine methionine sulfoxide reductase A activation; purified bovine MsrA, absorbance read-out; activation, % at 10.6 µM; hit rate 0.3% among 360,000; AID 602163; in the data active means activation above about 7.5%;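 further: 0% = vehicle and 100% = reference activator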
Starred values were filed as active, the others as inactive; i = inactive; · = not tested or not shown.

Labels used below – A = CSN inh; B = MLLE-PAM2 inh; C = FAS TE block; D = Rin1-Abl PPI inh; E = Tb MetRS inh; F = MsrA inhibitor; G = eLon inh; H = Neddylation inh; I = MsrA act
> CCOC(=O)C(NC(C)=O)(Nc1ccc(S(=O)(=O)Nc2nccs2)cc1)C(F)(F)F (stereo not drawn)
  A: -1; B: 9; C: -6; D: 0; E: -0.2; F: -1.3; G: 0; H: i; I: -2
> Cc1cc(=O)oc(C)c1C(=O)Nc1cccc(F)c1
  A: -3; B: -21; C: -4; D: -1; E: -0.6; F: 0.3; G: 1; H: i; I: -4
> CCOC(=O)C1CCCN(Cc2cc(OC)c(O)c(OC)c2)C1 (stereo not drawn)
  A: 0; B: -7; C: -14; D: 3; E: 0.0; F: -0.2; G: -3; H: i; I: 1
> COc1ccccc1NC(=O)N(Cc1ccccc1)C1=NCC(C)S1 (stereo not drawn)
  A: -3; B: 10; C: 20; D: -4; E: -0.7; F: -0.1; G: -4; H: i; I: 0
> COc1ccc(CN2C(=O)CN(C3CCCCCC3)C(=O)C2c2ccc(F)cc2)cc1 (stereo not drawn)
  A: -8; B: -5; C: 22; D: 0; E: -0.5; F: -0.9; G: 5; H: i; I: -3
> Cc1ccc(CSc2nnc3nc(C)cc(C)n23)cc1
  A: -2; B: -5; C: 4; D: 0; E: -0.9; F: 1.0; G: 5; H: i; I: -3
> Cc1ccccc1-n1nnnc1SCC(C)C
  A: 0; B: 7; C: 3; D: 3; E: -0.8; F: -0.4; G: 7; H: i; I: 0
> N#Cc1c2n(c3c(=S)nc[nH]c13)CCCCC2
  A: -10; B: 13; C: -1; D: -5; E: -0.4; F: 2.7; G: 7; H: i; I: -5
> COc1ccc(CNC(=O)CC2(CC(=O)O)CCCCC2)cc1
  A: -2; B: -2; C: -3; D: -2; E: 0.3; F: 0.8; G: 2; H: i; I: 0
> CCCCCCCCCn1ccc(=N)cc1
  A: -6; B: -9; C: 2; D: 0; E: 1.4; F: 2.0; G: 4; H: i; I: -1
> CCC(=O)Nc1cccc(C(=O)/C=C/c2cccs2)c1
  A: 4; B: 4; C: -6; D: 2; E: -1.0; F: 4.0; G: -1; H: i; I: -10
> COc1ccc(CN2C(=O)CN(S(C)(=O)=O)CC2(C)C(=O)Nc2ccc3c(c2)OCCO3)cc1OC (stereo not drawn)
  A: -4; B: ·; C: ·; D: ·; E: -0.5; F: 0.8; G: ·; H: i; I: ·
> Cc1cc2nc(CCN(C(=S)NCC(C)C)C3CCCC3)[nH]c2cc1C
  A: 9; B: 19; C: 14; D: 0; E: 0.0; F: -0.3; G: 0; H: i; I: 2
> Cc1noc(NS(=O)(=O)c2ccc(N/C=C\C(=O)c3ccc(Br)cc3)cc2)c1C
  A: 2; B: -12; C: -3; D: 1; E: -0.2; F: 3.0; G: 5; H: i; I: -4
> O=C(c1cc(C(=O)N2CCN(c3ccc(F)cc3)CC2)cc([N+](=O)[O-])c1)N1CCN(c2ccc(F)cc2)CC1
  A: 2; B: 10; C: 38; D: 1; E: -0.1; F: 0.4; G: -2; H: i; I: -2
> Cn1c(=O)c2c(nc(N/N=C/c3cccnc3)n2Cc2ccc(F)cc2)n(C)c1=O
  A: -3; B: -17; C: 0; D: 3; E: 1.1; F: 1.7; G: -12; H: i; I: -3
> COc1cccc(/C=N/NC(=O)CNC(=O)C2COc3ccccc3O2)c1O (stereo not drawn)
  A: 3; B: 11; C: -3; D: 1; E: 0.9; F: 0.7; G: 10; H: i; I: -13
> CS(=O)(=O)n1nc(-c2ccc(Cl)cc2)nc1SCc1ccccc1
  A: 2; B: 0; C: 32; D: 0; E: 6.7*; F: -0.3; G: 6; H: i; I: -2
> COC(=O)c1cc(NC(=O)Nc2cc(OC)ccc2OC)cc(C(=O)OC)c1
  A: 0; B: 8; C: 14; D: -1; E: 0.2; F: 0.5; G: -9; H: i; I: -1
> CCOc1ccc(CN(C(=O)c2cc3ccccc3oc2=O)C2CCS(=O)(=O)C2)cc1 (stereo not drawn)
  A: 1; B: 7; C: -4; D: -1; E: 0.1; F: 0.3; G: -5; H: i; I: -1

Ordered by formula weight (low to high): 9 of the compounds above.
Labels used below – A = CSN inh; B = MLLE-PAM2 inh; C = FAS TE block; D = Rin1-Abl PPI inh; E = Tb MetRS inh; F = MsrA inhibitor; G = eLon inh; H = Neddylation inh; I = MsrA act
> CCCCCCCCCn1ccc(=N)cc1
  A: -6; B: -9; C: 2; D: 0; E: 1.4; F: 2.0; G: 4; H: i; I: -1
> CCC(=O)Nc1cccc(C(=O)/C=C/c2cccs2)c1
  A: 4; B: 4; C: -6; D: 2; E: -1.0; F: 4.0; G: -1; H: i; I: -10
> Cc1cc2nc(CCN(C(=S)NCC(C)C)C3CCCC3)[nH]c2cc1C
  A: 9; B: 19; C: 14; D: 0; E: 0.0; F: -0.3; G: 0; H: i; I: 2
> CS(=O)(=O)n1nc(-c2ccc(Cl)cc2)nc1SCc1ccccc1
  A: 2; B: 0; C: 32; D: 0; E: 6.7*; F: -0.3; G: 6; H: i; I: -2
> COC(=O)c1cc(NC(=O)Nc2cc(OC)ccc2OC)cc(C(=O)OC)c1
  A: 0; B: 8; C: 14; D: -1; E: 0.2; F: 0.5; G: -9; H: i; I: -1
> Cn1c(=O)c2c(nc(N/N=C/c3cccnc3)n2Cc2ccc(F)cc2)n(C)c1=O
  A: -3; B: -17; C: 0; D: 3; E: 1.1; F: 1.7; G: -12; H: i; I: -3
> CCOc1ccc(CN(C(=O)c2cc3ccccc3oc2=O)C2CCS(=O)(=O)C2)cc1 (stereo not drawn)
  A: 1; B: 7; C: -4; D: -1; E: 0.1; F: 0.3; G: -5; H: i; I: -1
> Cc1noc(NS(=O)(=O)c2ccc(N/C=C\C(=O)c3ccc(Br)cc3)cc2)c1C
  A: 2; B: -12; C: -3; D: 1; E: -0.2; F: 3.0; G: 5; H: i; I: -4
> O=C(c1cc(C(=O)N2CCN(c3ccc(F)cc3)CC2)cc([N+](=O)[O-])c1)N1CCN(c2ccc(F)cc2)CC1
  A: 2; B: 10; C: 38; D: 1; E: -0.1; F: 0.4; G: -2; H: i; I: -2

The results go on.
Labels used below – A = CSN inh; B = MLLE-PAM2 inh; C = FAS TE block; D = Rin1-Abl PPI inh; E = Tb MetRS inh; F = MsrA inhibitor; G = eLon inh; H = Neddylation inh; I = MsrA act
> CCOc1ccc(COC(=O)C2CC(=O)N(CCc3ccccc3)C2)cc1OC (stereo not drawn)
  A: 0; B: -1; C: -2; D: 1; E: 0.0; F: 0.2; G: -12; H: i; I: -4
> Cc1ccc(S(=O)(=O)N2[C@@H](c3ccccc3)C(C(=O)O)=CC[C@H]2c2ccc(C(C)C)cc2)cc1
  A: 3; B: -2; C: 3; D: 0; E: 0.0; F: -0.1; G: -3; H: i; I: -2
> CC(C)CN(C(=O)c1ccc(=O)n(C)n1)c1nc2ccccc2s1
  A: 1; B: 4; C: -4; D: 2; E: -2.5; F: -0.4; G: -12; H: i; I: -10
> COc1cc(NC(=S)N2CCOCC2)c(OC)cc1Cl
  A: 1; B: -9; C: -2; D: -1; E: -0.5; F: 0.3; G: -16; H: i; I: 2
> Cc1ccc(C(=O)NCC(=O)Nc2ccc3c(c2)CCC3)cc1C
  A: 0; B: 6; C: -1; D: 5; E: -0.7; F: -1.2; G: 5; H: i; I: -12
> N#Cc1c(-c2ccc(Br)cc2)nc2n(c1=O)CCCS2
  A: 3; B: -17; C: 4; D: 4; E: -0.2; F: 2.0; G: 0; H: i; I: -9
> Cc1cc(NC(=O)c2ccc(C#N)cc2)n(-c2ccccc2)n1
  A: 2; B: -8; C: -11; D: 5; E: -0.4; F: -0.2; G: -10; H: i; I: -3
> CC(NC(=O)C1CCN(S(=O)(=O)c2cc([N+](=O)[O-])ccc2Cl)CC1)c1ccccc1 (stereo not drawn)
  A: 1; B: 3; C: 22; D: -1; E: -0.9; F: -0.1; G: -1; H: i; I: -4

Bioassay records as filed in PubChem.
